TR-FRET SRC-2 ct – counter-screen for PPARgamma SRC-2 recruitment agonists: TR-FRET artefact | hits give high values | TR-FRET ratio at 8 µM | 200,000 compounds, 0.4% hits; in the data active means TR-FRET ratio above about 2000; further: inactives centre near 1500
S1P3 antag – antagonists of human S1P3 receptor | inhibition, % at 4.98 µM | AID 485 | 170,000 compounds, 0.27% hits | CHO S1P3 NFAT-BLA reporter, FRET fluorescence, antagonist mode;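 active means inhibition above the plate cutoff, the mean inhibition of test wells on that plate plus 3 SD, cut at about 28% in these data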;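 further: cells challenged with S1P at its EC80 of 0.8 µM; blue over green emission ratio from cleaved BLA substrate after 4 h stimulation; 0% = S1P-stimulated wells and 100% = unstimulated DMSO-only wells; some compounds past the cut are filed as inactive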
Target sequence (Q99500 whole entry, looked up): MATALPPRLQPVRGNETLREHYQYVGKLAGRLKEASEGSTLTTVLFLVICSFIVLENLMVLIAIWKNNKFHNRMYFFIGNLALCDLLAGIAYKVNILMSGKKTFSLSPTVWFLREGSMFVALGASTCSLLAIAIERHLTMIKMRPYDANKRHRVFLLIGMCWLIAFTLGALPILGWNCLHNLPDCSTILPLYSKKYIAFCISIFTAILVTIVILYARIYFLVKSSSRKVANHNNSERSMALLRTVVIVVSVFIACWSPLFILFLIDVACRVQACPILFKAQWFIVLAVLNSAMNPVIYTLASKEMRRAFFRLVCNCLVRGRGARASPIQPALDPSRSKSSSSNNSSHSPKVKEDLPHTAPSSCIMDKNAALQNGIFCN
PPARg SRC1 recr – PPARgamma-driven SRC-1 recruitment agonism; P37231; PPARgamma-SRC-1 coactivator recruitment biochemical assay; activation, % at 8 µM; 200,000 compounds, 0.41% hits; AID 631; in the data active means activation above about 19%;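 further: 0% = DMSO and 100% = reference agonist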
TLR4 MyD88 comp – inhibitors of human TLR4-MyD88 binding. O00206+Q99836. HeLa CL3-4 TLR4/MyD88 BLA complementation, FRET ratio. inhibition, % at 8.4 µM. 200,000 compounds, 0.18% hits; in the data active means inhibition above about 25%;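 further: 0% = vehicle and 100% = reference inhibitor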
ROMK mod – modulates human ROMK potassium channel activity; 130,000 compounds, 2% hits; B-score at 10 µM; AID 1918; P48048; Tet-inducible ROMK, thallium flux fluorescence; actives lie on both sides;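 active means signal ratio slope over the read window, or its plate-corrected B-score, at least 3 SD from the plate mean, either direction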;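 further: B-score of the F/F0 ratio slope over 7 to 12 s after thallium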
Target sequence (P48048 whole entry, looked up): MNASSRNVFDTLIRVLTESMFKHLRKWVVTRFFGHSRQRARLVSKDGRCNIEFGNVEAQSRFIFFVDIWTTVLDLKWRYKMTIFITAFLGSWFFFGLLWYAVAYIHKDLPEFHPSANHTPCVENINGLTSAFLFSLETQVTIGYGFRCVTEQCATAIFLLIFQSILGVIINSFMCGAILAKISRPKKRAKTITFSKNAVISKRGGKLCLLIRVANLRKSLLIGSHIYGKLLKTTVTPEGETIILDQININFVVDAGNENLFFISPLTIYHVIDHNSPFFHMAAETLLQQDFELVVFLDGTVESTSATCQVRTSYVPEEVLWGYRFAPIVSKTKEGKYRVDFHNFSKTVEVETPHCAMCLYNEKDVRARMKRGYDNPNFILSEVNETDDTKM
STAT1 blocker – STAT1 signaling inhibition | NIH 3T3 STAT1-luciferase reporter, IFN-gamma, luminescence | 200,000 compounds, 0.35% hits | inhibition, % at 5.5 µM | AID 920;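 active means inhibition above a set limit, the mean inhibition across all tested compounds plus 3 SD, cut at about 34% in these data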;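 further: 0% = IFN-gamma with DMSO and 100% = IFN-gamma with 300 µM nifuroxazide; values of inactives mirror those of a sister screen read the other way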
STAT3 activator – STAT3 signaling activation | U3A cells, IL-6 STAT3-luciferase reporter, luminescence; 100% = signal with IL-6 EC80 alone | 190,000 compounds, 0.91% hits | AID 871 | activation (% of control), % at 5.6 µM;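 active means activation above the screen-wide mean of compound activation plus 3 SD, cut at about 130% in these data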;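 further: 0% = background luminescence of wells with medium and substrate only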
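Material: STAT3-luciferase reporter U3A cells; Probe or stimulus: IL-6 (33 ng/mL); Incubation: compound pre-incubation 1 h before IL-6, then 6 h stimulation at 37 °C; Technique: luminescence from STAT3-driven luciferase reporter; Evaluation: % activation versus median of IL-6-stimulated wells; Controls: IL-6-only high control.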
RAM inhibit – blocks the yeast RAM network; S. cerevisiae dse1pr::URA3 reporter, 5-FOA growth OD615, 2 d; analog-sensitive cbk1-as2 kinase mutant strain; inhibition, % at 50 µM; 190,000 compounds, 1.8% hits; AID 868;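 active means inhibition above a set limit, 3 SD over mean compound inhibition, cut at about 8.4% in these data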;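 further: 0% = DMSO-only wells with no growth and 100% = 10 µM 1-NA-PP1 full growth; inhibition rescues growth on 5-FOA so higher OD means more RAM inhibition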
PPARg SRC-2 ag – agonists of SRC-2 recruitment by human PPARgamma | PPARgamma LBD-SRC-2 recruitment, biochemical | activation, % at 8 µM | 200,000 compounds, 0.34% hits | AID 1032; in the data active means activation above about 22%;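 further: 0% = vehicle and 100% = reference agonist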
STAT3 blocker – reduces IL-6 driven STAT3 reporter signal | U3A cells, IL-6 STAT3-luciferase reporter, luminescence; host cell line lacks STAT1 | inhibition, % at 5.5 µM | 190,000 compounds, 0.89% hits | AID 862;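 active means inhibition above the mean inhibition across all screened compounds plus 3 SD, cut at about 44% in these data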;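 further: 0% = DMSO only wells and 100% = 100 µM nifuroxazide control wells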
PPARg SRC-3 ag – PPARgamma-driven SRC-3 recruitment agonism; P37231; biochemical PPARgamma/SRC-3 coactivator recruitment assay; activation, % at 8 µM; 200,000 compounds, 0.26% hits; AID 731; in the data active means activation above about 23%;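 further: 0% = DMSO and 100% = reference agonist; some compounds past the cut are filed as inactive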
Numbers without * were called inactive.

How did Cc1ccn2cc(CCNC(=O)C3CCCCC3)nc2c1 do in these assays?
TR-FRET SRC-2 ct: 1483; PPARg SRC1 recr: -3.8; TLR4 MyD88 comp: 1.7; STAT1 blocker: -2.2; STAT3 activator: 102.2; RAM inhibit: -0.1; PPARg SRC-2 ag: -0.1; STAT3 blocker: 6.0; PPARg SRC-3 ag: 2.1

Results for CCN(CC)C(=O)C(=O)c1cccn1-c1cccc(-n2cccc2C(=O)C(=O)N(CC)CC)c1C#N ?
TR-FRET SRC-2 ct: 1587; PPARg SRC1 recr: 4.9; TLR4 MyD88 comp: 15.2; ROMK mod: -0.791; STAT1 blocker: 5.1; STAT3 activator: 88.9; RAM inhibit: -1.4; PPARg SRC-2 ag: 14.8; STAT3 blocker: 19.3; PPARg SRC-3 ag: -0.8

How did CCSc1nnc(NC(=O)CCc2ccc(OC)cc2)s1 do in these assays?
TR-FRET SRC-2 ct: 1594; S1P3 antag: 0.2; PPARg SRC1 recr: -4.0; TLR4 MyD88 comp: -10.0; STAT1 blocker: 1.7; STAT3 activator: 98.9; RAM inhibit: 4.0; PPARg SRC-2 ag: -0.1; STAT3 blocker: 4.1; PPARg SRC-3 ag: 0.9

What do the screens show for `NC(=O)N1CCC2(CC1)NC(=O)N(c1ccccc1)N2`?
TR-FRET SRC-2 ct: 1383; S1P3 antag: -0.4; PPARg SRC1 recr: -0.9; TLR4 MyD88 comp: 7.0; ROMK mod: -0.815; STAT1 blocker: -1.2; STAT3 activator: 98.6; RAM inhibit: 0.5; PPARg SRC-2 ag: -1.1; STAT3 blocker: 5.2; PPARg SRC-3 ag: -0.5

Results for CC(=O)c1cccc(NC(=O)CSc2nnc(-c3ccc(S(=O)(=O)N4CCCC4)cc3)o2)c1 ?
TR-FRET SRC-2 ct: 1451; S1P3 antag: -30.0; PPARg SRC1 recr: 0.6; TLR4 MyD88 comp: 0.9; STAT1 blocker: -11.2; STAT3 activator: 104.6; RAM inhibit: 5.6; PPARg SRC-2 ag: -4.9; STAT3 blocker: -1.5; PPARg SRC-3 ag: -2.1

Results for COc1cc(CNCCNC(=O)c2nonc2N)ccc1OCc1ccc(Cl)cc1 ?
TR-FRET SRC-2 ct: 1343; S1P3 antag: 5.0; PPARg SRC1 recr: -5.8; TLR4 MyD88 comp: 12.7; ROMK mod: -3.07*; STAT1 blocker: 1.0; STAT3 activator: 99.2; RAM inhibit: 0.5; PPARg SRC-2 ag: -1.9; STAT3 blocker: 3.2; PPARg SRC-3 ag: -2.5

What do the screens show for `COc1ccccc1OC(=O)c1ccc(SC)cc1OC`?
TR-FRET SRC-2 ct: 1453; S1P3 antag: 26.1; PPARg SRC1 recr: -3.7; TLR4 MyD88 comp: 7.4; STAT1 blocker: -8.3; STAT3 activator: 96.7; RAM inhibit: 1.4; PPARg SRC-2 ag: -4.3; STAT3 blocker: 7.3; PPARg SRC-3 ag: -9.1

Results for CCN(C(=O)COC(=O)c1cc(S(=O)(=O)N2CCOCC2)c(Cl)cc1Cl)C1CCS(=O)(=O)C1 (configuration not stated) ?
TR-FRET SRC-2 ct: 1650; S1P3 antag: -14.2; PPARg SRC1 recr: 9.8; TLR4 MyD88 comp: 1.4; ROMK mod: 0.305; STAT1 blocker: -1.1; STAT3 activator: 103.8; RAM inhibit: 6.1; PPARg SRC-2 ag: 13.6; STAT3 blocker: -4.0; PPARg SRC-3 ag: 3.8

Results for CC1CN(c2ccccc2)C(=O)CS1 (configuration not stated) ?
TR-FRET SRC-2 ct: 1495; S1P3 antag: -27.1; PPARg SRC1 recr: 1.6; TLR4 MyD88 comp: -3.5; ROMK mod: 0.425; STAT1 blocker: -8.1; STAT3 activator: 110.5; RAM inhibit: 0.1; PPARg SRC-2 ag: 8.2; STAT3 blocker: -8.7; PPARg SRC-3 ag: -10.4

What do the screens show for `O=C(/C=C/c1ccco1)Oc1cc(Br)cc(/C=N/NC(=O)c2ccccc2O)c1`?
TR-FRET SRC-2 ct: 1450; S1P3 antag: 3.3; PPARg SRC1 recr: -4.8; TLR4 MyD88 comp: -4.0; ROMK mod: 0.0462; STAT1 blocker: -5.8; STAT3 activator: 97.3; RAM inhibit: 4.5; PPARg SRC-2 ag: -1.0; STAT3 blocker: 0.8; PPARg SRC-3 ag: -1.7

Results for O=C(CC1(O)C(=O)N(Cc2ccccc2Cl)c2ccccc21)c1ccco1 (configuration not stated) ?
TR-FRET SRC-2 ct: 1403; S1P3 antag: -10.3; PPARg SRC1 recr: -0.9; TLR4 MyD88 comp: -0.9; STAT1 blocker: -5.7; STAT3 activator: 95.2; RAM inhibit: 0.8; PPARg SRC-2 ag: 5.0; STAT3 blocker: 8.5; PPARg SRC-3 ag: 7.8

What do the screens show for `Nc1nc(CCl)nc(Nc2ccccc2)n1`?
TR-FRET SRC-2 ct: 1528; S1P3 antag: 7.3; PPARg SRC1 recr: 2.1; TLR4 MyD88 comp: -8.3; ROMK mod: 0.557; STAT1 blocker: -7.5; STAT3 activator: 94.5; RAM inhibit: 0.0; PPARg SRC-2 ag: -0.2; STAT3 blocker: 8.7; PPARg SRC-3 ag: 4.9

What do the screens show for `O=C(/C=C/c1ccc([N+](=O)[O-])cc1)NCCSc1ccccc1`?
TR-FRET SRC-2 ct: 1567; PPARg SRC1 recr: 14.5; TLR4 MyD88 comp: 6.0; STAT1 blocker: 1.9; STAT3 activator: 99.0; RAM inhibit: 1.5; PPARg SRC-2 ag: -1.2; STAT3 blocker: 10.2; PPARg SRC-3 ag: 8.1

Results for O=C(c1cc(-c2cccs2)nc2ccccc12)N1CCN(c2ccccc2)CC1 ?
TR-FRET SRC-2 ct: 1793; S1P3 antag: -7.8; PPARg SRC1 recr: 5.3; TLR4 MyD88 comp: 4.9; ROMK mod: -0.237; STAT1 blocker: 3.9; STAT3 activator: 109.9; RAM inhibit: 5.2; PPARg SRC-2 ag: 6.0; STAT3 blocker: -7.9; PPARg SRC-3 ag: 1.7

How did O=C1c2ccccc2NC(c2ccccc2)N1c1ccc(O)cc1 (configuration not stated) do in these assays?
TR-FRET SRC-2 ct: 1510; S1P3 antag: -21.8; PPARg SRC1 recr: 7.5; TLR4 MyD88 comp: -15.1; ROMK mod: 0.456; STAT1 blocker: -0.2; STAT3 activator: 103.7; RAM inhibit: 2.0; PPARg SRC-2 ag: -4.3; STAT3 blocker: 0.7; PPARg SRC-3 ag: -6.9

Results for CCC(C)[C@H](NC(=O)N1CCN(c2cccc(C(F)(F)F)c2)CC1)C(=O)OC (some centres not stated) ?
TR-FRET SRC-2 ct: 1447; PPARg SRC1 recr: 7.2; TLR4 MyD88 comp: 2.3; STAT1 blocker: 11.0; STAT3 activator: 83.6; RAM inhibit: 0.3; PPARg SRC-2 ag: 6.3; STAT3 blocker: 21.4; PPARg SRC-3 ag: -1.8

Results for CCOC(=O)NNC(=O)C12CC3CC(CC(C3)C1)C2 ?
TR-FRET SRC-2 ct: 1577; S1P3 antag: -10.1; PPARg SRC1 recr: -0.7; TLR4 MyD88 comp: 6.8; ROMK mod: 0.13; STAT1 blocker: -3.2; STAT3 activator: 98.8; RAM inhibit: 2.4; PPARg SRC-2 ag: -3.5; STAT3 blocker: 6.1; PPARg SRC-3 ag: 0.4

How did COc1ccccc1C(=O)NCCn1ccc2ccccc21 do in these assays?
TR-FRET SRC-2 ct: 1759; S1P3 antag: 4.0; PPARg SRC1 recr: -1.4; TLR4 MyD88 comp: -3.1; STAT1 blocker: -3.4; STAT3 activator: 86.4; RAM inhibit: 2.7; PPARg SRC-2 ag: -4.4; STAT3 blocker: 19.5; PPARg SRC-3 ag: 4.5

Results for CCn1ncc(/C=C/C(=O)Nc2c(C)nn(CC)c2C)c1C ?
TR-FRET SRC-2 ct: 1615; PPARg SRC1 recr: 7.8; TLR4 MyD88 comp: 1.9; ROMK mod: 0.0308; STAT1 blocker: -2.4; STAT3 activator: 96.9; RAM inhibit: 0.0; PPARg SRC-2 ag: 8.7; STAT3 blocker: 10.3; PPARg SRC-3 ag: 12.6

How did COc1cc(OC)cc(C(=O)NCCOc2ccccc2)c1 do in these assays?
TR-FRET SRC-2 ct: 1445; PPARg SRC1 recr: 0.7; TLR4 MyD88 comp: 7.5; ROMK mod: 0.7; STAT1 blocker: -21.3; STAT3 activator: 110.6; RAM inhibit: 0.4; PPARg SRC-2 ag: -1.5; STAT3 blocker: -5.9; PPARg SRC-3 ag: -4.0

How did CC1CN(C(=S)SCCN2C(=O)CCC2=O)CC(C)O1 (configuration not stated) do in these assays?
TR-FRET SRC-2 ct: 1543; S1P3 antag: -1.9; PPARg SRC1 recr: -4.5; TLR4 MyD88 comp: -3.9; ROMK mod: -0.0907; STAT1 blocker: -6.6; STAT3 activator: 97.0; RAM inhibit: 1.0; PPARg SRC-2 ag: -3.8; STAT3 blocker: 5.8; PPARg SRC-3 ag: -3.1

How did COc1ccccc1NC(=S)N1CCCc2ccccc21 do in these assays?
TR-FRET SRC-2 ct: 1443; S1P3 antag: -9.8; PPARg SRC1 recr: 1.2; TLR4 MyD88 comp: 2.0; ROMK mod: -1.37; STAT1 blocker: -0.2; STAT3 activator: 104.7; RAM inhibit: 1.2; PPARg SRC-2 ag: 8.0; STAT3 blocker: -0.4; PPARg SRC-3 ag: -1.8

What do the screens show for `CCCCn1c(N)c(N(CC)C(=O)CCc2ccccc2)c(=O)[nH]c1=O`?
TR-FRET SRC-2 ct: 1345; S1P3 antag: -4.2; PPARg SRC1 recr: -1.2; TLR4 MyD88 comp: -6.5; ROMK mod: 0.563; STAT1 blocker: 2.1; STAT3 activator: 99.3; RAM inhibit: -0.1; PPARg SRC-2 ag: -6.4; STAT3 blocker: -1.7; PPARg SRC-3 ag: -7.2

What do the screens show for `N/C(=N\OC(=O)CN1C(=O)c2ccccc2C1=O)c1ccc(Br)cc1`?
TR-FRET SRC-2 ct: 1312; S1P3 antag: -1.9; PPARg SRC1 recr: 0.6; TLR4 MyD88 comp: 3.4; ROMK mod: 0.264; STAT1 blocker: -16.1; STAT3 activator: 101.0; RAM inhibit: 7.2; PPARg SRC-2 ag: 0.8; STAT3 blocker: 3.6; PPARg SRC-3 ag: -0.8

Results for O=C(NN1C(=O)c2ccccc2NC1c1ccc([N+](=O)[O-])o1)c1ccc([N+](=O)[O-])cc1 (configuration not stated) ?
TR-FRET SRC-2 ct: 1620; S1P3 antag: -0.9; PPARg SRC1 recr: -1.6; TLR4 MyD88 comp: 4.3; ROMK mod: -0.29; STAT1 blocker: 11.6; STAT3 activator: 98.5; RAM inhibit: 0.0; PPARg SRC-2 ag: -2.5; STAT3 blocker: 8.0; PPARg SRC-3 ag: 5.8

Assay outcomes (PubChem BioAssay)
